Cardio protect: modulators protecting cardiomyocytes from myocardial damage; protection from H2O2 cell death, % at 20 µM; H9c2 cardiomyocytes, H2O2 injury protection, ATPLite, 2 h; AID 588492; 360,000 compounds, 0.63% hits;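 active means compounds giving at least 50% protection of heart cells from peroxide-induced death in the single-dose screen, raw or plate-pattern-corrected value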;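 further: 0% = DMSO wells with peroxide and 100% = DMSO wells without peroxide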
HTR2A ag: mouse HTR2A agonism via beta-arrestin recruitment. P35363. CHO-K1 mHTR2A beta-arrestin complementation, luminescence; percent of 30 µM serotonin response. AID 624169. activation, % at 7.6 µM. 360,000 compounds, 0.66% hits;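 active means activation above a run cutoff, the mean activation of all tested compounds plus 3 SD, cut at about 14% in these data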;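 further: 0% = plate median of compound wells and 100% = 30 µM serotonin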
Target sequence (P35363 whole entry, looked up): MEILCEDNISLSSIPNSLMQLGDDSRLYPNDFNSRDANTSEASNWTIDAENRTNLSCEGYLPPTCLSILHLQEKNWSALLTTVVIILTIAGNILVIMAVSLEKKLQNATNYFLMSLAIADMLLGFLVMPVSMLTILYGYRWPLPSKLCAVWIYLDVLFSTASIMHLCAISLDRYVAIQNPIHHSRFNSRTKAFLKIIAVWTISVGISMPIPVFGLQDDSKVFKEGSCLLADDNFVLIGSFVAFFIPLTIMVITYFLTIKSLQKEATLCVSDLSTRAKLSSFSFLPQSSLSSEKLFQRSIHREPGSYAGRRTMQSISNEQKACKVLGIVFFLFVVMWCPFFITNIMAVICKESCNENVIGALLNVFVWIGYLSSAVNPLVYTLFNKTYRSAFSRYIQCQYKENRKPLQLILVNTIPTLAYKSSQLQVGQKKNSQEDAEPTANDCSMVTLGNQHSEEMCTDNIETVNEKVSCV
N-glyco inh: N-linked glycosylation inhibition; D54 ERlucT glycosylation luciferase reporter, 24 h; percent of 100 nM tunicamycin response; reporter increase, % at 12.5 µM; 360,000 compounds, 0.23% hits; AID 588692;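 active means mean luciferase reporter signal, scaled so untreated is 0 and the glycosylation-blocking control 100, at or above a set limit in every replicate; inconclusive means mean reaches the limit but not every replicate does; inactive means mean below the limit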;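 further: luciferase carries N-glycosylation sites so blocking glycosylation raises the light; 0% = median of neutral control wells and 100% = median of 100 nM tunicamycin wells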
ABHD5 PLIN5 PPI: blocks binding of human ABHD5 to perilipin-5. inhibition, % at 4 µM. Q00G26+Q8WTS1. Split G. princeps luciferase complementation, luminescence, 4 h. 360,000 compounds, 0.78% hits;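 active means inhibition above the mean inhibition across every tested compound plus 3 SD, cut at about 22% in these data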;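 further: 0% = DMSO only wells and the 100% control is not disclosed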
MC4R antagonist: blocks human MC4R cAMP signaling; P32245; MC4R-expressing cells, MTII-stimulated cAMP, LANCE TR-FRET; inhibition, % at 6.5 µM; 360,000 compounds, 0.48% hits;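 active means inhibition above its plate's cutoff, the mean of tested wells on that plate plus 3 SD, cut at about 29% in these data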;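 further: 0% = Melanotan II alone and 100% = Melanotan II plus saturating MCL0020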
Target sequence (P32245 whole entry, looked up): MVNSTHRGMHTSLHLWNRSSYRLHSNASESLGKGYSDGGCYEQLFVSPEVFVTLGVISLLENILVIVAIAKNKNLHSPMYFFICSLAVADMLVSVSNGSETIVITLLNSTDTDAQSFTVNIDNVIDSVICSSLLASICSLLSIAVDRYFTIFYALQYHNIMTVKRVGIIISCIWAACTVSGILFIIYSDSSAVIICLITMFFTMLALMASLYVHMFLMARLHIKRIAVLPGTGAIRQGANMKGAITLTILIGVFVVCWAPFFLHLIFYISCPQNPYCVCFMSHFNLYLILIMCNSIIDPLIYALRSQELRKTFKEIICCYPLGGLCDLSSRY
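Material: human MC4R-expressing U2OS cells. Probe or stimulus: Melanotan II challenge. Dosing: 6.5 µM single dose. Times: 30-min compound, 1-h challenge, 1-h detection, room temperature. Technique: TR-FRET with Eu-cAMP and labeled anti-cAMP, 671 nm. Replication: singlicate.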
ABCB6 inh 2: blocks the human ABCB6 transporter; AID 602162; K562-ABCB6 porphyrin accumulation, flow cytometry, 1 h; hits give low values; 360,000 compounds, 0.19% hits; fluorescence ratio to DMSO, % at 10 µM; Q9NP58;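 active means fluorescence ratio to DMSO below 75%, the collection mean minus 3 SD; inconclusive means too few cells collected in the well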;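 further: signal is porphyrin accumulated inside mitochondria; 100% equals median channel fluorescence of DMSO control wells; lower ratio means ABCB6 inhibition with less porphyrin fluorescence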
iPSC survival up: increases survival of single human iPS cells. survival enhancement, % at 20 µM. 360,000 compounds, 0.044% hits. hiPSC single-cell survival, ATPlite luminescence; 100% = ROCK inhibitor wells, 0% = DMSO; in the data active means survival enhancement above about 18%;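 further: cells exposed to compounds for 16 hours before the ATP read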
aDG glyco up: increases alpha dystroglycan glycosylation; Pro5-aDG cells, alpha-DG glycosylation AlphaScreen (IIH6); 0% Pro5, 100% B10-LARGE cell signal; activation, % at 10 µM; 360,000 compounds, 0.22% hits;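 active means activation of at least 8% versus controls, or a plate z-score of at least 8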;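 further: Pro5 are CHO cells carrying HIG-tagged alpha-DG that lacks glycosylation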
MC4R barr agon: activates human MC4R beta-arrestin recruitment; activation, % at 8.9 µM; 360,000 compounds, 0.98% hits; P32245; U2OS MC4R beta-arrestin complementation, luminescence; percent of melanotan II response, DMSO zero;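 active means activation above a per-plate cutoff, the mean activation of sample wells on that plate plus 3 SD, cut at about 8% in these data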
Granule exo inh: lytic granule exocytosis inhibition; TALL-104 LAMP-1 surface exposure, flow cytometry; cells stimulated with thapsigargin and PMA; inhibition, % at 10 µM; 360,000 compounds, 0.66% hits;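 active means inhibition above about 55%, limit read from the data; inconclusive means no clear call, values can overlap the other calls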
Active calls of the source: *; ? = inconclusive; nt = no result given.

Molecule	Cardio protect	aDG glyco up	ABHD5 PLIN5 PPI	ABCB6 inh 2	MC4R antagonist	iPSC survival up	MC4R barr agon	N-glyco inh	HTR2A ag	Granule exo inh
Cc1ccnc(Nc2nc(-c3ccc(O)cc3)cs2)c1	-14	-0.3	2	90	-5	1.6	-1.2	-1	-3	36
COc1cc(C(=O)NCc2nnc(SCC(=O)Nc3nc4ccccc4s3)o2)cc(OC)c1OC	-2	-0.2	-4	94	8	-0.3	-1.9	3	0	4
CC(C)COC(=O)C(C#N)c1nc2ccccc2nc1N1CCN(Cc2ccc3c(c2)OCO3)CC1 (stereo not drawn)	6	-0.7	-2	89	2	-0.1	-1.0	5	-11	2
CSCCC(NC(=O)c1ccccc1)C(=O)NCCc1ccc2c(c1)OCCO2 (stereo not drawn)	2	0.0	-1	102	-5	0.6	-0.3	0	-8	-3
O=C(CCc1ccccc1)NNc1cc(N2CCCCC2)nc(N2CCCCC2)n1	-7	-0.4	-7	93	-2	0.4	8.0	-1	2	23
COC(=O)C1=C(C)N(Cc2ccccc2)C(=NCc2cccc(Cl)c2)N[C@H]1c1cccc(F)c1	-24	-0.5	6	98	9	-3.1	13*	-6	-5	-4
COc1ccc(CNC/C=C/c2ccccc2)cc1	-1	0.1	1	97	2	-0.1	-1.2	1	-5	5
COc1ccc(/C=N/N=C/c2ccc(OC)c(O)c2)cc1O	-13	-0.1	10	95	7	-1.0	-0.8	0	8	-2
O=C(NCc1ccc(Cl)cc1)N1CCOCC1	4	-0.2	-6	99	4	-0.7	-1.1	1	-1	-8
Cc1[nH][nH]c(=O)c1N=Nc1ccc(Br)c(Cl)c1	-14	0.1	-2	91	3	-0.3	-2.7	5	0	-6
CCC(C)NCCCCOc1cc(C)cc(C(C)C)c1 (stereo not drawn)	2	0.2	9	98	-1	-0.1	-0.5	-2	-3	-9
CCCCNS(=O)(=O)c1ccc2nc(-c3cccnc3)cc(C(=O)NC(C)CC)c2c1 (stereo not drawn)	-10	1.9	11	108	3	0.0	-1.7	1	1	5
CN(C)CCCn1cnc2c(c1=N)C(c1ccccc1)c1ccc3ccccc3c1O2 (stereo not drawn)	-20	-0.3	17	96	17	-0.2	-0.2	15	-3	25
CC(C)OCCCNC(=S)N1CCC(C(=O)c2ccc3c(c2)OCCO3)CC1	5	0.0	-2	93	-5	1.6	-4.5	-1	9	-6
CC(C)CNC(=O)COc1ccc(Sc2ccc(OCC(=O)NCC(C)C)cc2)cc1	-8	2.5	-4	95	14	-1.1	5.5	-1	3	-4
CCn1c(SCC(=O)OC)nnc1-c1c[nH]c2ccccc12	20	-0.1	-6	93	9	-0.2	-0.4	1	1	7
Cc1ccc(S(=O)(=O)N2CCN(C(=O)CN3C(=O)NC(C)(CCC(C)C)C3=O)CC2)c(C)c1 (stereo not drawn)	-9	0.5	-1	98	4	-2.1	-0.4	-1	1	1
CN(C)CCOC(=O)C12CC3CC(C1)CC(C(=O)OCCN(C)C)(C3)C2	2	-0.1	-2	102	0	1.5	-1.7	-4	0	27
O=C(CSc1nc2ccc(NC(=O)c3ccccc3C(=O)O)cc2s1)Nc1ccc(F)c([N+](=O)[O-])c1	-4	0.1	3	120	10	-0.3	0.9	-3	0	29
COc1ccc(NC(=O)CNC(=O)c2nn(-c3ccc(OC)c(Cl)c3)c(=O)c3ccccc23)c(OC)c1	11	-0.2	8	91	1	-0.1	-2.6	0	0	2

Random excerpt: two entries already listed.
Molecule	Cardio protect	aDG glyco up	ABHD5 PLIN5 PPI	ABCB6 inh 2	MC4R antagonist	iPSC survival up	MC4R barr agon	N-glyco inh	HTR2A ag	Granule exo inh
COc1cc(C(=O)NCc2nnc(SCC(=O)Nc3nc4ccccc4s3)o2)cc(OC)c1OC	-2	-0.2	-4	94	8	-0.3	-1.9	3	0	4
CC(C)OCCCNC(=S)N1CCC(C(=O)c2ccc3c(c2)OCCO3)CC1	5	0.0	-2	93	-5	1.6	-4.5	-1	9	-6

Following part
Molecule	Cardio protect	aDG glyco up	ABHD5 PLIN5 PPI	ABCB6 inh 2	MC4R antagonist	iPSC survival up	MC4R barr agon	N-glyco inh	HTR2A ag	Granule exo inh
COc1cccc(OCc2nc3ncc(Br)cc3[nH]2)c1	-2	0.4	-3	101	-17	-0.2	-0.1	?	6	-1
Cc1noc(C)c1CSc1ccccc1C(=O)N1CCN(c2ccccc2)CC1	0	0.6	12	99	15	-0.6	0.5	-1	-5	-2
CC(=O)Nc1ccc(-c2csc(NNC(=O)c3ccccc3)n2)cc1	15	-0.5	-18	99	8	1.1	-3.6	1	6	-2
O=C(CCN1C(=O)[C@H]2CC=CC[C@H]2C1=O)NCc1nc(-c2ccc(Cl)cc2)no1	-7	0.6	-2	97	4	0.3	-0.6	1	5	3
O=C(CSc1ccc(-c2ccc(-n3cccn3)cc2)nn1)Nc1ccccc1F	-16	-0.1	-3	89	2	-0.5	11*	-4	-3	2
CCOC(=O)c1c(C)[nH]c(C(=O)N/N=C/c2cccc(OC)c2)c1C	9	-0.2	0	94	-1	2.5	-0.5	5	0	0
CCOC(=O)c1cccc(NS(=O)(=O)c2c(C)[nH]c(=O)[nH]c2=O)c1	-1	-0.1	-2	88	4	-0.8	-2.2	2	2	-2
C=CCOC(=O)C1=C(C)NC(SCC(=O)Nc2ccc(C)c(Cl)c2)=C(C#N)C1c1ccco1 (stereo not drawn)	-9	1.6	-3	88	2	2.4	5.5	-6	1	0
COc1cc(NC(=O)C2CC(=O)N(CCc3ccccc3)C2)cc(OC)c1 (stereo not drawn)	0	0.0	-3	98	6	-0.2	-1.3	2	7	-3
CC(C)CC(=O)Nc1ccccc1N1CCCC1	-3	-0.3	1	97	-3	-1.7	-1.6	0	-2	-2
O=C(Nc1cc(C(F)(F)F)ccc1N1CCOCC1)C1Cc2ccccc2CN1C(=O)c1ccco1 (stereo not drawn)	-1	0.1	5	103	-4	0.7	0.2	2	5	0
COc1cc2c(cc1OC)CN(C(=O)CCCOc1ccc(Cl)cc1Cl)CC2	0	0.0	8	103	-10	3.4	-1.5	-1	-1	4
Cc1ccc(C2=NN(S(C)(=O)=O)C(c3ccc4nccnc4c3)C2)cc1 (stereo not drawn)	2	-0.1	-6	102	10	0.2	-0.7	2	-3	-3
CC(C)CCNC(=O)C(c1ccco1)N(CCCO)C(=O)Cn1nnc(-c2ccc(F)cc2)n1 (stereo not drawn)	3	-0.1	1	99	11	-0.5	-1.5	1	1	2
CC(=O)c1cccc(NS(=O)(=O)c2cc(-c3cnc(C4CC4)o3)ccc2C)c1	-5	0.4	-11	102	-9	-0.4	-3.9	8	-1	14
COc1cc(-c2cnc3c(NC=O)cc(-c4ccc(N5CCN(C)CC5)cc4)cn23)cc(OC)c1OC	12	-0.1	6	108	-10	-4.6	0.7	-6	-7	7
CNc1oc(-c2ccc(F)cc2)nc1S(=O)(=O)c1ccccc1	-10	0.1	-1	98	1	-0.1	-0.5	0	-5	2
Cc1[nH]nc(-c2ccc(O)cc2O)c1-c1nc2ccccc2s1	-2	-0.4	11	98	7	-1.0	-0.5	3	2	-4
CCN1CCN(S(=O)(=O)c2ccc(OC)c(Br)c2)CC1	1	-0.1	-5	74*	4	-2.1	-3.1	1	2	1
O=C(O)CC(NC(=O)c1cccc(F)c1)c1ccc(OC2CCCC2)cc1 (stereo not drawn)	-5	0.0	-2	100	14	-0.7	0.8	6	0	-1
CC1(C)NC(=O)N(CC(=O)NNC(=O)c2ccccc2F)C1=O	6	-0.1	7	91	-1	-0.4	-0.3	1	4	-2
O=C(NC1CCCC1)c1nc2c(nnn2Cc2cccc(Cl)c2)c(=O)[nH]1	-7	0.0	-5	103	5	-0.8	-1.7	1	-1	0
O=C(c1cccs1)c1coc2ccc(O)c(CN3CCOCC3)c12	7	0.0	10	92	5	-0.3	3.5	-3	-3	-2
O=S(=O)(c1ccc(Oc2ccc(F)c(Cl)c2)nc1)N1CCOCC1	-4	-0.1	5	98	10	-0.2	0.8	0	4	6
COc1cccc(CNC(=O)CSc2nc3ccc(C)cc3[nH]2)c1	-6	-0.1	-5	85	-4	0.0	-1.4	-3	-1	6
COc1ccc(/C(C)=N/NC(=O)c2nnn(-c3nonc3N)c2CN(C)c2ccccc2)cc1	6	-0.3	7	102	-8	-0.4	13*	-1	-5	1
NC(=O)c1ccc(NC(=O)c2cc(S(=O)(=O)N3CCCCC3)ccc2N2CCOCC2)cc1	-7	0.2	2	95	7	-0.5	-0.8	2	3	-3
COc1ccc(CNC(=O)/C=C/c2ccc(S(=O)(=O)NCc3ccco3)cc2)cc1OC	4	1.7	1	97	13	2.4	-1.3	-3	2	2
Cc1cc(=O)oc2ccc(OCC(=O)NCc3ccco3)cc12	3	0.3	-4	96	3	-0.2	-2.4	3	-3	15
Cc1ccccc1-c1nc(CS(=O)CC(=O)NC2CC2)c(C)o1 (stereo not drawn)	0	-0.1	0	97	6	1.2	-0.3	0	-4	24
COc1ccc(-c2nc3c4ccccc4ccn3c2Cc2ccccc2)cc1OC	4	0.3	6	113	nt	2.4	nt	5	-5	0
Cc1ccc(NC(=O)C(C)N2C(=O)c3ccccc3C2=O)cc1S(=O)(=O)N1CCOCC1 (stereo not drawn)	11	1.8	10	89	-7	0.7	-1.2	1	3	-2
CCOC(=O)Cn1nc(C)c(NC(=O)COc2cccc(Cl)c2)c1C	-9	-0.2	-2	100	6	-0.3	-1.0	0	-2	0
Clc1ccccc1N=C1NN=C(c2cccs2)CS1	-12	1.0	-2	103	-7	0.5	-2.2	-2	3	-6
